Source: PubChem BioAssay (Broad Institute)
ERp5 inh: inhibitors of ERp5-driven insulin aggregation, primary screen, biochemical, turbidity, absorbance 650 nm, single point | Protein disulfide-isomerase A6 (Homo sapiens), Q15084 | 90 min | inhibition, % at 9.99 µM | 0.05% of 350,000 active;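 active means mean replicate inhibition above about 25%, with every replicate also reaching it, limit read from the data, passing the limit was not always enough; inconclusive means only one of those two criteria met; inactive means neither criterion met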
Target sequence (Q15084 whole entry, looked up): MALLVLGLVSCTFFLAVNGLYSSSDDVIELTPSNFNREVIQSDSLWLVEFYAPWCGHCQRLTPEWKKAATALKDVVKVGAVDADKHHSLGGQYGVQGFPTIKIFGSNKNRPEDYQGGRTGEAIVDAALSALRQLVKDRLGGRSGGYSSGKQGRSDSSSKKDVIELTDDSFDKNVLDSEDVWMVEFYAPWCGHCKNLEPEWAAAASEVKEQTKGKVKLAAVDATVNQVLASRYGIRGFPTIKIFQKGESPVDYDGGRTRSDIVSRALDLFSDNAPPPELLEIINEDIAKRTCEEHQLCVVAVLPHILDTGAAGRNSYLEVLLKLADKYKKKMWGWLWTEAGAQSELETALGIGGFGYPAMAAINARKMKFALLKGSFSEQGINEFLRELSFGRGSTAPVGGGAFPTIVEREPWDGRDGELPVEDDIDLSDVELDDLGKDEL
ERAP1 HTS inh: human ERAP1 aminopeptidase inhibitors, primary screen, biochemical, single point, plate reader; Endoplasmic reticulum aminopeptidase 1 (Homo sapiens), Q9NZ08; recombinant ERAP1, Leu-AMC fluorescence, 60 min; inhibition, % at 10.7 µM; 0.15% of 340,000 active;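 active means mean replicate inhibition of at least 30%, or all replicates individually reaching that 30% level; inactive means mean below 30% and not every replicate reaching it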;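 further: 0% = neutral control wells and 100% = L-leucinethiol positive control wells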
DENV2 CPE rescue: inhibitors of DENV2 cytopathic effect, primary screen, cell-based, plate reader, single concentration | 1.7% of 350,000 active | CPE inhibition, % at 9.99 µM | DENV2-infected cells, cytopathic effect rescue; in the data active means CPE inhibition above about 20%, passing the limit was not always enough; inconclusive means no clear call, values can overlap the other calls; tested in BHK-21 cells;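 further: 0% = median of neutral control wells and 100% = median of positive control wells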
F508del corr: F508del CFTR correction, initial screen, CFBE line, single point | CFBE cells, YFP halide quenching; stimulated with forskolin plus potentiator P3; % fluorescence drop versus neutral controls | activity (quench increase), % at 7.58 µM | 0.36% of 350,000 active;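 active means mean added fluorescence quench of at least 8% versus neutral control, with both replicates also reaching 8%; inconclusive means only one of the mean or replicate conditions met; inactive means mean below 8% and not both replicates reaching 8%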;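 further: cells transiently co-express mutant CFTR-F508del with the halide-sensitive YFP; corrector assay measuring rescue of mutant channel to the surface after 24 h compound exposure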
Casp6 inh: human caspase-6 inhibitors, primary screen, biochemical, VEID-R110 fluorescence, single point, set 2; AID 686996, 2013; inhibition, % at 12.5 µM; 0.53% of 350,000 active; purified caspase-6, Z-VEID-R110 cleavage fluorescence;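 active means mean inhibition across replicates at least about 35%, with every replicate also reaching that limit, limit read from the data; inconclusive means only one of the two criteria met; inactive means neither criterion met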;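 further: 0% = median of neutral control wells and 100% = no fluorescence left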
Target sequence (P55212 24-179 limits assumed): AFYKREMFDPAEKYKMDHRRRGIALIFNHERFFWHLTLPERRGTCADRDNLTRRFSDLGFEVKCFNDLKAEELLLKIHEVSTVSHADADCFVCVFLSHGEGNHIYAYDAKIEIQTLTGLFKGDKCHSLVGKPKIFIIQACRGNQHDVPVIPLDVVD
Target sequence (P55212 194-293 limits assumed): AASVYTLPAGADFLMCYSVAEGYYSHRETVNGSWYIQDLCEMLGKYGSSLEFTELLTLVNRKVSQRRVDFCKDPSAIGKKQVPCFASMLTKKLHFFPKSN
SIRT5 inh: SIRT5 desuccinylase inhibitors, primary screen, biochemical, fluorescence imaging, single point, set 5; NAD-dependent protein deacylase sirtuin-5, mitochondrial (Homo sapiens), Q9NXA8; Purified SirT5, succinyl-peptide AMC, trypsin-coupled fluorescence; inhibition, % at 15 µM; 1.1% of 330,000 active; in the data active means inhibition above about 15%; inconclusive means no clear call, values can overlap the other calls
Target sequence (Q9NXA8 whole entry, looked up): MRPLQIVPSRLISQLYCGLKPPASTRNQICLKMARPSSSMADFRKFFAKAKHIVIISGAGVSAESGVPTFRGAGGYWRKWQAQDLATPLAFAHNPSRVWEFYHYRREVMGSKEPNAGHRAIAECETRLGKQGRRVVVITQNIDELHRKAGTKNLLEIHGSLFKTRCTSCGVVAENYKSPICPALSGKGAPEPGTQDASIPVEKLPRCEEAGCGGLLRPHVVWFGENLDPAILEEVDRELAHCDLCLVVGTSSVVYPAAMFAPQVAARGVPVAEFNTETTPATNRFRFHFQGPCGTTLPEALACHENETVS
miR122 inh: miR-122 Renilla sensor signal increase in Huh7, primary screen, miR-122 inhibitor project, cell-based, single point, plate reader; Huh7 miR-122 Renilla luciferase sensor, 48 h; neutral wells = 0, positive control = 100; activation (reporter increase), % at 12.5 µM; 0.3% of 340,000 active;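 active means mean replicate activation score at least 90 and every replicate individually at or above 90; inconclusive means only one of the two criteria met; inactive means neither criterion met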;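 further: higher luciferase means less miR-122 activity so hits act as miR-122 inhibitors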
Active calls of the source: *; u = inconclusive; x = not tested or not shown; & = joins results of further samples; [ ] = dose if it differs, or a comment. An unsorted share of the library; any-hit rate near 4%.

molecule,Casp6 inh,miR122 inh,ERp5 inh,DENV2 CPE rescue,ERAP1 HTS inh,SIRT5 inh,F508del corr
Cc1cc(N2CCN(c3ncccn3)CC2)nc2c(C)cccc12,-1,9,5,3,-2,-3,-3.4
CCC(=O)Nc1ccc2c(c1)OC[C@@H](C)NC[C@@H](C)[C@@H](OC)CN(C)C2=O,-6&1,1[16.7 µM],-3&1,0&-3,1&-2,-3,-0.9
COc1ccc(C(=O)Cn2c(=N)n(C)c3ccccc32)cc1,-1,-3,-5,-11,-1,-1,1.9
C[C@@H]1CCCCO[C@@H](CN(C)C(=O)C2CCCCC2)[C@H](C)CN([C@@H](C)CO)C(=O)c2cc(N(C)C)ccc2O1,-1,-16[16.7 µM],1,-5,2,4,-2.2
Cc1ccc(S(=O)(=O)N/N=C\c2ccc(C)o2)cc1,41*,x,3,3,1,-4,2.0
CCCNC(=O)N(C)C[C@@H]1Oc2ncc(-c3ccccc3)cc2C(=O)N([C@H](C)CO)C[C@@H]1C,2,-8[16.7 µM],0,u,-3,-8,0.7
O=C(C[C@@H]1CC[C@@H](NC(=O)c2ccncc2)[C@@H](CO)O1)Nc1ccccc1,0,x,3,-6,2,-3,-2.7
O=C(O)C1CCN(Cc2cccnc2)CC1,-7,x,-7,-1,1,x,0.5
CC(NC(=O)c1ccc2nc[nH]c2c1)c1ccccc1 (configuration not stated),3,x,10,13,-4,-1,x
O=C(NCC(=O)N(c1ccc(F)cc1)C(C(=O)NC1CCCC1)c1cccnc1)c1cccs1 (configuration not stated),-1,6,5,-2,-2,x,1.8

Profiles from above.
`Cc1cc(N2CCN(c3ncccn3)CC2)nc2c(C)cccc12` in the list: Casp6 inh = -1; miR122 inh = 9; ERp5 inh = 5; DENV2 CPE rescue = 3; ERAP1 HTS inh = -2; SIRT5 inh = -3; F508del corr = -3.4
`C[C@@H]1CCCCO[C@@H](CN(C)C(=O)C2CCCCC2)[C@H](C)CN([C@@H](C)CO)C(=O)c2cc(N(C)C)ccc2O1` in the list: Casp6 inh = -1; miR122 inh = -16[16.7 µM]; ERp5 inh = 1; DENV2 CPE rescue = -5; ERAP1 HTS inh = 2; SIRT5 inh = 4; F508del corr = -2.2

Further compounds
molecule,Casp6 inh,miR122 inh,ERp5 inh,DENV2 CPE rescue,ERAP1 HTS inh,SIRT5 inh,F508del corr
N#C[C@H]1[C@H](c2ccc(C#CC3CC3)cc2)[C@@H](CO)N1S(=O)(=O)c1ccccc1,0,x,4,-2,0,1,2.3
COc1ccc(NC(=O)Nc2nnc(-c3ccco3)s2)cc1,2,3,3,-3,-1,-2,0.8
Cc1ccc(NC(=O)CCC(=O)N/N=C/c2ccc([N+](=O)[O-])o2)cc1C,6,5,1,1,1,-1,-1.6
COc1cccc(-n2c(C)nn(CCOc3ccccc3)c2=O)c1,5,0,3,4,-1,2,0.4
CC(C)CC1(C)NC(=O)N(CC(=O)Nc2ccc(F)c(F)c2F)C1=O (configuration not stated),-2,x,-3,7,4,x,1.1
CCOc1ccc(S(=O)(=O)NCCC(=O)NCCOc2ccccc2)cc1,-7,x,-4,-2,1,2,1.0
COC(=O)c1ccc(CSc2nc3ccc(S(N)(=O)=O)cc3[nH]2)cc1,6,-1,0,4,1,-1,0.1
O=S(=O)(c1ccc(-c2ccon2)s1)N1CCOCC1,2,x,-7,3,-1,-3,x
CCCCC(=O)N=c1sc2c(OC)ccc(OC)c2n1C,2,3,-1,2,-2,-1,1.2
C/C=C/c1ccc2c(c1)O[C@H](CN(C)S(=O)(=O)c1ccc(F)cc1)[C@H](C)CN([C@H](C)CO)S2(=O)=O,4,40[16.7 µM],-4,-8,-2,11,-2.6
CO[C@@H]1CN(C)C(=O)c2cc(NC(=O)c3cc(C)on3)ccc2OC[C@@H](C)N(C(=O)C2CC2)C[C@H]1C,0,-4[16.7 µM],-2,3,6,-1,1.1
COc1cccc(/C=N/NC(=O)CN(CCc2ccccc2)S(=O)(=O)c2ccc(NC(C)=O)cc2)c1,0,-1,0,u,1,-8,1.4
CNC[C@H]1Oc2cc(C#Cc3ccccn3)ccc2S(=O)(=O)N([C@H](C)CO)C[C@@H]1C,1,4[16.7 µM],12,9,0,4,-1.2
CC(=O)NS(=O)(=O)c1ccc(N=c2ssc3c2-c2cc(C)c(C)cc2NC3(C)C)cc1,4,1,8,0,6,6,4.1
O=[N+]([O-])c1ccccc1CCO,3,x,-4,-5,8,x,-0.8
Cc1cc(NC(=O)CSc2nnc(-c3ccccc3)o2)no1,-3,x,-6,-2,-5,3,2.3
O=C(NCCc1ccccc1)C1Cc2c(-c3ccc(Cl)cc3)ccnc2O1 (configuration not stated),3,3,3,9,-5,5,0.6
CCn1ccc(C(=O)NC2CCCC2)n1,-3,x,-2,1,3,-1,-2.9
CN1c2ccc(-c3cccc(F)c3)cc2[C@H]2[C@H](CCN2C(=O)Nc2ccccc2F)[C@H]1CO,-2,-2[16.7 µM],-6,-21,-1,-16,4.6
C[C@H](CO)N1C[C@H](C)[C@H](CN(C)Cc2ccccc2)Oc2ccc(NC(=O)CCCCCC(=O)Nc3ccccc3N)cc2CC1=O,0,-4[16.7 µM],-6,58*,-1,0,1.5
CSCCC(NC(=O)c1ccco1)C(=O)NCCc1ccc(F)cc1 (configuration not stated),1,x,-3,-2,-2,1,-5.7
CN1CC[C@]23c4ccccc4N[C@H]1[C@]21CCN(C)[C@H]3Nc2ccccc21,1,-2,-2,-7,0,-1,-2.3
CC(=O)N1[C@H](C(=O)NCCCN(C)C)[C@@H](CO)[C@@H]2Cn3c(ccc(-c4cccc(F)c4)c3=O)[C@@H]21,-6,x,-2,-3,8,-12,x
COC(=O)N(C)C[C@H]1OCc2cnnn2CCCC(=O)N([C@@H](C)CO)C[C@H]1C,2&-2,-3,1&2,0&16,4&0,-6&0,-1.3&3.4
CNc1snc(C)c1C(=O)OCC(=O)NCc1ccccc1OC,1,-9,-8,-1,2,-10,-2.3
Cc1nc2ccccc2c(=O)n1/N=C/c1ccc2ccccc2c1O,4,x,-1,-4,-3,4,u
CC(=O)N1CCN(C(=O)c2ccc(Cl)c(S(=O)(=O)N3CC(C)OC(C)C3)c2)CC1 (configuration not stated),7,4,-5,15,0,x,2.3
COc1ccc(Nc2nc(N)nc(CSc3nc(C)cc(C)n3)n2)cc1,0,x,6,-5,1,-5,3.7
Cc1cc(C)n2ncc(C(=O)Nc3cccc(O)c3)c2n1,-1,x,0,0,-3,-5,0.2
CO[C@@H]1CN(C)C(=O)c2ccc(NC(=O)c3ccccc3)cc2OC[C@H](C)N(CC2CC2)C[C@@H]1C,2,2[16.7 µM],-21,3,-3,2,3.1
C[C@H](CO)N1C[C@H](C)[C@H](CN(C)Cc2ccc(C(=O)Nc3ccccc3N)cc2)Oc2c(NS(=O)(=O)c3cccs3)cccc2C1=O,1,8[16.7 µM],1,11,-2,3,0.8
N/C(=N\S(=O)(=O)c1cc(C(F)(F)F)cc(C(F)(F)F)c1)c1ccncc1,0,22,1,2,0,0,2.0
COc1cccc(NC(=O)c2ccc(-n3cnnn3)cc2)c1,2,-5,-2,1,3,0,0.2
O=C(Nc1ccc(C(F)(F)F)cc1)C1=NN(C2CCS(=O)(=O)C2)C(=O)CC1 (configuration not stated),0,-3,2,-5,-1,-3,2.0
Cc1ccc(F)cc1C(=O)N1CCCCC1c1cc(C(=O)Nc2ccccc2)no1 (configuration not stated),1,-2,1,0,-6,1,5.9
CC=Cc1ccc2n(c1=O)C[C@@H]1[C@@H](CO)[C@H](C(=O)NCC3CC3)[C@H]2N1CCC(F)(F)F (mixture of isomers),0,3[16.7 µM],-5,16,-2,-4,0.9
COCC(=O)N(C[C@H]1N[C@H](CO)[C@H]1c1ccc(-c2ccccc2)cc1)C(C)C,-1,29[16.7 µM],-2,-4,1,1,-2.0
COCC#Cc1cnc2c(c1)C(=O)N([C@H](C)CO)C[C@H](C)[C@H](CN(C)C(=O)Nc1cccc(F)c1)O2,-1,5[16.7 µM],1,-4,1,-5,-1.4
CC1CCCCC1NC(=O)CCCCCn1c(=S)[nH]c2ccsc2c1=O (configuration not stated),1,3,-2,5,2,-4,-2.3
c1ccc(COc2cccc(-c3cc4nc(NCCc5ccncc5)ccn4n3)c2)cc1,-3,x,4,7,5,19*,-0.1
CCC(=O)N1[C@H](CO)[C@H](c2ccccc2)C12CN(C(=O)Nc1cccc(OC)c1)C2,0,x,2,-10,2,1,3.0
COc1ccc(S(=O)(=O)N(CC(=O)NCc2ccco2)c2ccc(C)cc2)cc1OC,7,3,-2,1,-1,3,2.0
O=C(Nc1nc(-c2ccc(Cl)cc2Cl)cs1)c1ccc(OCC2CCCO2)cc1 (configuration not stated),-2,-14,3,-1,3,112*,-1.8
O=S(=O)(c1cccc(-c2csc(N/N=C/c3ccco3)n2)c1)N1CCOCC1,0,x,-1,-5,-2,0,-4.7
COc1ccc(-c2ccc([C@H]3[C@@H](CO)N(C(=O)C4CCC4)[C@H]3C#N)cc2)cc1,1,x,-7,11,-1,-4,-1.4
CO[C@H]1CN(C)C(=O)c2cc(NS(=O)(=O)c3cn(C)cn3)ccc2OC[C@@H](C)N(CCC(F)(F)F)C[C@H]1C,-3,x,-5,11,5,5,4.4
COCCNC(=O)c1cccc(OC2CCN(Cc3ccc(F)cc3OC)CC2)c1,0,x,-6,12,1,0,3.3
CO[C@H]1CN(C)C(=O)c2ccc(NS(=O)(=O)c3ccccc3Cl)cc2OC[C@H](C)NC[C@H]1C,4,-5[16.7 µM],3,-3,-1,1,-1.1
O=C(O)C[C@@H]1CC[C@H]2[C@@H](COC[C@@H](O)CN2S(=O)(=O)c2ccc(F)cc2)O1,0,-10[16.7 µM],2,7,-1,1,-1.2
COc1ccc(CCN=C(N)NS(=O)(=O)c2cc(F)ccc2F)cc1,0,x,1,3,4,-2,-0.2

The list continues:
molecule,Casp6 inh,miR122 inh,ERp5 inh,DENV2 CPE rescue,ERAP1 HTS inh,SIRT5 inh,F508del corr
Cc1cc(CNC(=O)COc2c(F)c(F)cc(F)c2F)c2ccccc2n1,0,3,2,-7,1,-2,x
CC(=O)N1c2ccc(S(=O)(=O)NCC3CCC(C(=O)Nc4ncccc4C)CC3)cc2CC1C (configuration not stated),-1,3,-1,5,-4,-2,2.2
COc1ccc(NC(=O)Nc2cccc3c2O[C@H](CN(C)CC2CCCCC2)[C@@H](C)CN([C@@H](C)CO)C3=O)cc1,0,41[16.7 µM],0,-15,-1,2,1.9
COc1ccc(OC)c(S(=O)(=O)NC(=O)C2(C)CCN2C(=O)C2(c3ccc(Cl)cc3)CC2)c1 (configuration not stated),0,18,0,-9,0,x,-3.6
CCCn1c(N)c(Br)c(=O)[nH]c1=O,0,-7,1,u,-2,0,0.5
Cc1ccc(S(=O)(=O)Nc2ccc3c(c2)C(=O)N([C@H](C)CO)C[C@@H](C)[C@H](CN(C)S(=O)(=O)c2cccs2)O3)cc1,1,0[16.7 µM],-3,-1,1,0,0.8
C[C@@H]1CN(Cc2nc(Cc3ccccc3F)no2)C[C@H](C)O1,0,x,0,-2,3,8,-0.1
c1ccc(CNc2c(C3CCNCC3)nc3scc(-c4ccccc4)n23)cc1,-4,0,1,-13,x,-1,2.9
C[C@@H]1CCCCO[C@@H](CN(C)C)[C@@H](C)CN([C@H](C)CO)C(=O)c2cc(NC(=O)c3ccncc3)ccc2O1,-7,-7[16.7 µM],2,-4,-2,-2,-0.9
Cc1nc(S/C(C(=O)O)=C2/C(=O)Nc3ccccc32)n[nH]1,3,x,-4,-7,2,-1,1.0
CC(C)C[C@H]1COc2cccc(N3CCOCC3)c2S(=O)(=O)N1,-4,x,-2,10,-6,2,-3.8
